LYP inhibition: inhibitors of LYP phosphatase, biochemical, fluorescence intensity, uHTS (AID 1779) | Tyrosine-protein phosphatase non-receptor type 22 (Homo sapiens) | recombinant LYP phosphatase, fluorescence intensity; higher % means a stronger effect | inhibition, % at 11.5 µM, or IC50 in µM where a hit was titrated | actives 0.054% (n = 290,000);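 further: plate controls were vehicle with enzyme for no effect and no enzyme for full effect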
KOR beta-arrestin-1: KOR antagonists, beta-arrestin recruitment, cell-based, luminescence, uHTS (AID 1778); KOR beta-arrestin recruitment, luminescence, antagonist mode; higher % means a stronger effect; inhibition, % at 10 µM, or IC50 in µM where a hit was titrated; actives 0.091% (n = 290,000); further: strong numbers were not always called active
human PMI inhibitors: human PMI inhibitors, high substrate, primary screen, biochemical, fluorescence intensity, high mannose 6-phosphate (AID 1220); inhibition, % at 20 µM; hits with a dose series show IC50 in µM; actives 0.66% (n = 190,000); recombinant PMI enzyme, coupled fluorescence intensity; higher % means a stronger effect; Mannose-6-phosphate isomerase (Homo sapiens)
XIAP antagonists: XIAP antagonists, biochemical, IAP family, fluorescence polarization (AID 1018) | E3 ubiquitin-protein ligase XIAP (Homo sapiens) | XIAP BIR domain, fluorescence polarization peptide displacement; higher % means a stronger effect | displacement, % at 20 µM; hits with a dose series show IC50 in µM | actives 0.007% (n = 200,000); in the data active means displacement above about 50%; further: a part of the inactive calls stands beside numbers as strong as those of hits
KOR beta-arrestin-2: KOR agonists, beta-arrestin recruitment, primary screen, cell-based, luminescence, uHTS (AID 1777). KOR beta-arrestin recruitment, luminescence; higher % means a stronger effect. Kappa-type opioid receptor (Homo sapiens). actives 0.02% (n = 280,000). activation, % at 10 µM; hits with a dose series show EC50 in µM; in the data active means activation above about 50%, passing the limit was not always enough; further: a part of the inactive calls stands beside numbers as strong as those of hits
TNAP activators: human TNAP enzyme activators, primary screen, biochemical, luminescent, no phosphate acceptor, uHTS (AID 1001) | Alkaline phosphatase, tissue-nonspecific isozyme (Homo sapiens) | purified TNAP, luminescent activation assay, no phosphate acceptor; higher activation fold means a stronger effect | one-dose activation fold at 20 µM; EC50 in µM for titrated hits | actives 0.03% (n = 200,000); in the data active means activation fold from about 3, or a potency from the dose series; inactive means the rest, 99 in 100 with activation fold below about 1.6; further: many of its hits are not listed in these tables
NOD2 inhibition: NOD2 signaling inhibitors, cell-based, luminescence, uHTS, HEK293 (AID 1566) | HEK293 NOD2/NF-kB luciferase reporter, luminescence; higher % means a stronger effect | inhibition, % at 4 µM, or EC50 in µM where a hit was titrated | actives 0.63% (n = 290,000); further: many of its hits are not listed in these tables
PMI inhibitors: inhibitors of human PMI, primary screen, biochemical, fluorescence intensity, coupled assay (AID 1209) | inhibition, % at 20 µM; hits with a dose series show IC50 in µM | purified PMI enzyme, coupled fluorescence intensity; higher % means a stronger effect | actives 0.42% (n = 190,000) | Mannose-6-phosphate isomerase (Homo sapiens);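 further: plate controls were DMSO vehicle for no effect and wells lacking substrate for full effect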
NOD1 inhibition: NOD1 signaling inhibitors, primary screen, cell-based, luminescence, uHTS (AID 1578) | NOD1-driven NF-kB luciferase reporter cells, luminescence; higher % means a stronger effect | inhibition, % at 4 µM, or EC50 in µM where a hit was titrated | actives 1% (n = 290,000); in the data active means inhibition mostly above about 36%, no sharp cut-off; inactive means mostly below about 34%;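 further: HEK-293T reporter cells stimulated with the NOD1 agonist gamma-tri-DAP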
An asterisk follows results filed as active; nt = not tested or not shown; [ ] = remark or other dose. Unless noted, no stated cut-off is given here; in the data, active means inhibition above about 50%; inactive means the rest. This is a subset; count on the stated rates, not on these rows.

A first look:
SMILES	LYP inhibition	KOR beta-arrestin-1	human PMI inhibitors	XIAP antagonists	KOR beta-arrestin-2	TNAP activators	NOD2 inhibition	PMI inhibitors	NOD1 inhibition
COc1ccccc1CNC(=O)c1ccc2c(=O)n3c(nc2c1)CCCCC3	-11%	-17%	nt	nt	1.6%	nt	28%	nt	7%
Cc1ccc(C(=O)N/C(=C/c2ccccc2)C(=O)NC(Cc2ccccc2)C(=O)O)cc1 (configuration not stated)	-4%	17%	-6%	-3.3%	1.0%	1.1	-1%	8%	-16%

This part in full, from the start:
SMILES	LYP inhibition	KOR beta-arrestin-1	human PMI inhibitors	XIAP antagonists	KOR beta-arrestin-2	TNAP activators	NOD2 inhibition	PMI inhibitors	NOD1 inhibition
COc1ccccc1CNC(=O)c1ccc2c(=O)n3c(nc2c1)CCCCC3	-11%	-17%	nt	nt	1.6%	nt	28%	nt	7%
Cc1ccc(C(=O)N/C(=C/c2ccccc2)C(=O)NC(Cc2ccccc2)C(=O)O)cc1 (configuration not stated)	-4%	17%	-6%	-3.3%	1.0%	1.1	-1%	8%	-16%
CC(=O)C1C(c2ccccc2Cl)NC(=O)NC1(O)C(F)(F)F (configuration not stated)	-9%	13%	3%	-5.2%	-2.2%	1.1	10%	-4%	7%
O=c1cnnc(N/N=C/c2ccccn2)[nH]1	1%	-11%	nt	nt	-2.0%	nt	6%	nt	-3%
CN(C(=O)CSc1nnc(-c2ccco2)o1)C1CCCCC1	-4%	-21%	7%	-3.1%	0.2%	1	-16%	5%	-43%
O=C(CN1CCN(c2ccc([N+](=O)[O-])cc2)CC1)c1ccccc1	-3%	19%	nt	nt	1.0%	nt	-12%	nt	1%
COc1ccc(S(=O)(=O)N(C)CC(=O)Nc2ccccc2SC)cc1	-14%	8%	2%	-4.1%	-0.5%	1.1	-8%	-2%	2%
NC(=O)C1CCN(C(=O)COc2ccc(Nc3ccccc3)cc2)CC1	-13%	17%	nt	nt	-1.5%	nt	15%	nt	7%
Cc1ccc(C(=O)COC(=O)CN2C(=O)C3C4C=CC(C4)C3C2=O)cc1[N+](=O)[O-] (configuration not stated)	-2%	4%	nt	nt	-1.8%	nt	-18%	nt	0%
Cn1c(NC(=O)/C=C\c2ccccc2)cc(=O)n(C)c1=O	0%	-38%	-10%	-5.9%	-0.7%	1.1	-44%	-15%	-26%
Cc1ccc(-c2[nH]n3c(=O)c4c(nc3c2C)CCCC4)cc1	0%	-29%	18%	-1.6%	4.9%	0.9	-18%	19%	10%
COC(=O)c1ccc(CN2CCCC(C(=O)c3ccccc3OC)C2)cc1 (configuration not stated)	-9%	-12%[20 µM]	nt	nt	2.8%	nt	-19%	nt	-6%
C/C(=N\Nc1ccc(S(=O)(=O)Nc2ccc(Cl)cc2)cc1[N+](=O)[O-])c1ccc(N2CCOCC2)cc1	-3%	3%	12%	0.5%	2.8%	0.9	22%	21%	4%
O=C(CBr)c1ccc([N+](=O)[O-])c(CS(=O)(=O)c2ccc(Cl)cc2)c1	-2%	9%	nt	nt	2.7%	nt	17%	nt	4%
CC(C)n1nnnc1SCC(=O)Nc1ccc2c(c1)OCCO2	-3%	14%	nt	nt	nt	nt	-36%	nt	-6%
COCCn1nnnc1C(CC(C)C)N1CCN(c2nc3ccccc3s2)CC1 (configuration not stated)	-2%	1%	7%	-1.2%	-2.6%	1.1	17%	11%	-11%
COc1ccc(NC(=O)NCCN2CCCCC2)cc1	-12%	-20%[20 µM]	nt	nt	3.4%	nt	14%	nt	15%
COc1ccc(C=O)cc1Cn1ccnc1C	2%	13%[20 µM]	-8%	-5.9%	nt	1	-40%	-16%	63%*
COc1ccc(-c2nnc(SCC(=O)NC3CCCCC3)o2)cc1OC	-4%	21%	12%	-7.1%	0.2%	1.1	-4%	1%	-19%
NC(=O)C1(N2CCCCC2)CCN(CC(=O)Nc2ccccc2Sc2ccccc2)CC1	-6%	22%	10%	-0.7%	0.5%	1.1	11%	13%	12%
C(=C\c1ccccc1)/C=N/Nc1nc2ccccc2s1	1%	-23%	17%	-1.1%	0.5%	1	-207%	20%	-99%
COc1ccc(/C=N/NC(=O)CN2CCSCC2)cc1C	-6%	13%	-8%	-3.5%	-4.0%	1	21%	-12%	12%
COc1cccc(NC(=O)COc2nc3ccccc3nc2C)c1	-9%	-7%	-11%	-6.6%	-0.1%	1.1	21%	-9%	5%
OCCNc1nc(N2CCCCC2)nc2ccccc12	-2%	-64%[20 µM]	nt	nt	4.9%	nt	-3%	nt	4%
Cn1c(N2CCCC2)nc2c1c(=O)n(Cc1cccc(F)c1)c(=O)n2C	-6%	-10%	1%	-3.3%	3.0%	1.1	-3%	2%	4%

NOD1 inhibition: what is marked active above.
SMILES	LYP inhibition	KOR beta-arrestin-1	human PMI inhibitors	XIAP antagonists	KOR beta-arrestin-2	TNAP activators	NOD2 inhibition	PMI inhibitors	NOD1 inhibition
COc1ccc(C=O)cc1Cn1ccnc1C	2%	13%[20 µM]	-8%	-5.9%	nt	1	-40%	-16%	63%*

Continued.
SMILES	LYP inhibition	KOR beta-arrestin-1	human PMI inhibitors	XIAP antagonists	KOR beta-arrestin-2	TNAP activators	NOD2 inhibition	PMI inhibitors	NOD1 inhibition
O=C(CN1CCSCC1)N1CCc2[nH]c3ccc(Br)cc3c2C1	0%	-18%	24%	-5.5%	-1.6%	1	22%	23%	-18%
Cc1ccccc1S(=O)(=O)Cc1ccc(C(=O)NC2CCC(C)CC2)o1 (configuration not stated)	-10%	-16%	nt	nt	-2.1%	nt	26%	nt	-8%
COc1ccc(-c2n[nH]c(=S)n2-c2ccc(Br)cc2)cc1OC	-10%	27%	nt	nt	-1.6%	nt	16%	nt	-7%
Cc1ccn2c(NC3CCCC3)c(-c3ccncc3)nc2c1	-3%	10%	17%	-11%	2.2%	1.2	17%	13%	11%
CC(=O)c1ccccc1OCCOCCOc1ccccc1C(C)=O	-4%	4%	10%	-0.5%	-5.2%	1.1	5%	0%	19%
COc1ccc(NC(=O)CN(C)S(=O)(=O)c2ccc3c(c2)CC(C)N3C(C)=O)cc1OC (configuration not stated)	-1%	-10%	nt	nt	1.0%	nt	10%	nt	-19%
O=C(Cc1ccccc1)Nc1ccc2[nH]ncc2c1	-9%	-22%	nt	nt	4.2%	nt	6%	nt	-7%
CCCC(=O)N(Cc1cccnc1)c1nc2c(OC)ccc(Cl)c2s1	-3%	-20%	nt	nt	9.7%	nt	13%	nt	-24%
Cc1nc(SCC(=O)NC2CCCC2)[nH]c(=O)c1C	-8%	-1%	nt	nt	-4.4%	nt	-2%	nt	-18%
Cc1ccc(NC(=S)NN2CCOCC2)c(C)c1	-4%	19%	-5%	-5.8%	0.0%	1	1%	-8%	-5%
Cc1nn(-c2ccccc2)c(OC(=O)c2cccs2)c1S(=O)(=O)c1ccccc1	-5%	-28%	-6%	-1.3%	2.1%	1.1	2%	1%	3%
O=C(N/N=C/c1c(Cl)[nH]c2ccccc12)c1ccc2c(c1)OCCO2	-2%	-14%	nt	nt	-3.6%	nt	-88%	nt	-18%
CC(C)(C)c1csc(SCC(=O)Nc2ccc(Cl)cn2)n1	0%	17%	3%	-5.6%	-4.8%	1.1	2%	1%	-8%
Cc1ccc(S(=O)(=O)/N=C(/Nc2ccccn2)c2ccc(Cl)cc2)cc1	-1%	-16%	-11%	-1.7%	1.2%	1	-5%	-22%	15%
CC1C(=O)NN=C1C(=O)N/N=C/c1ccco1 (configuration not stated)	4%	7%	-2%	-6.5%	-3.6%	1.4	6%	0%	-29%
CCC(Cc1ccccc1)NS(=O)(=O)c1csc(C(N)=O)c1 (configuration not stated)	-10%	-7%	nt	nt	8.5%	nt	26%	nt	32%
COC(=O)/C=C/CSC1=N/C(=C/c2ccc(-n3cncn3)cc2)C(=O)N1	-5%	-29%	-4%	-7.7%	6.8%	1	5%	-1%	26%
COc1ccc2nc(NC(=O)c3cc(C)oc3C)sc2c1	5%	-2%	-13%	-12%	7.4%	1.1	-58%	-18%	-55%
Cc1c(Cl)c([N+](=O)[O-])nn1CC(=O)NC(C)c1ccccc1 (configuration not stated)	-2%	-2%	nt	nt	-0.3%	nt	0%	nt	-38%
COCCN1CCC(CNCc2c(C(=O)N3CCCCC3)nc3c(C)cccn23)C1 (configuration not stated)	-10%	9%	nt	nt	-3.6%	nt	-10%	nt	-5%
CCOC(CNC(=O)c1ccc2c(c1)ncn2-c1cccc(F)c1)OCC	-7%	-21%	30%	-8.2%	-4.6%	1.1	-13%	5%	-28%
CCN(c1ccccc1)S(=O)(=O)c1ccc(C(=O)Nc2nnc(C3CC3)o2)cc1	0%	-21%	-16%	-4.3%	-0.5%	1.3	28%	-2%	-24%
COC(=O)Nc1sccc1C(=O)Nc1sccc1C(=O)OC	-2%	21%	8%	-5.7%	0.8%	1.1	-1%	9%	-37%
COCCn1c(SCC(=O)c2c(N)n(C)c(=O)n(C)c2=O)nc2ccccc21	-6%	-1%	-1%	-3.2%	0.3%	1.1	13%	-5%	-20%
C#CCOCCOCCOCCNc1nc(N2CCN(C(=O)[C@H](CCCCN)n3cc([C@@H](N)C(C)CC)nn3)CC2)nc(N2CCN(C(=O)[C@H](Cc3ccc(O)cc3)n3cc([C@@H](N)C(C)CC)nn3)CC2)n1 (some centres not stated)	-26%	16%	-2%	-13%	3.7%	1.1	-3%	-3%	21%
SMILES	LYP inhibition	KOR beta-arrestin-1	human PMI inhibitors	XIAP antagonists	KOR beta-arrestin-2	TNAP activators	NOD2 inhibition	PMI inhibitors	NOD1 inhibition
O=C(Oc1c(CN2CCOCC2)cc(Cl)c2cccnc12)c1ccccc1F	-3%	-2%	51%*	-5.8%	-1.1%	1.3	23%	30%	-22%
CCCCNS(=O)(=O)c1ccc2nc(SCC(=O)c3ccccc3OC)[nH]c2c1	-2%	-14%	7%	-22%	2.3%	1.2	-4%	5%	36%
Cc1nnc(SCC(=O)Nc2ccccc2C(=O)NC2CC2)s1	-4%	9%	17%	-3.5%	-1.2%	1.1	-12%	15%	-18%
CCOc1ccc(NS(=O)(=O)c2ccc(OCC(=O)NCCCOC)cc2)cc1	-7%	22%	-1%	0.0%	-1.9%	1.2	14%	4%	nt
O=C(O)Cn1ccc2cc(S(=O)(=O)N3CCCCCC3)ccc21	-6%	-28%	nt	nt	-0.8%	nt	4%	nt	-11%
FC(F)(F)c1cccc(-c2noc(CN3CCOCC3)n2)c1	-3%	0%	2%	-4.5%	-2.3%	1.1	-6%	-7%	-24%
O=C(c1cccc2c1C(=O)N(Cc1cccnc1)C2)N1CCN(c2ccccc2)CC1	-7%	-37%	4%	-4.5%	1.0%	1.1	2%	6%	-6%
Cn1c(=O)c2c(nc(OCCc3ccccc3)n2C)n(C)c1=O	-6%	-5%	nt	nt	3.5%	nt	29%	nt	4%
Cc1ccc(S(=O)(=O)N2CCCOC2CNC(=O)C(=O)NCCN2CCOCC2)cc1 (configuration not stated)	-4%	-7%	nt	nt	1.9%	nt	11%	nt	-12%
COc1ccccc1N(CN1CCCC1=O)C(=O)COc1ccccc1	-9%	14%	-5%	-17%	-2.0%	1	13%	-12%	-3%
CC(=O)n1cc([C@@H]2C=C(C(=O)N3CCN(Cc4ccc5c(c4)OCO5)CC3)O[C@H](OCCCCO)C2)c2ccccc21	4%	-1%	3%	-3.2%	5.2%	1	-33%	22%	-15%
COc1ccc(C(C)=O)cc1COC(=O)c1cc(C)oc1C	-8%	20%	-2%	1.3%	19%	1.1	23%	-2%	9%

Screens (PubChem BioAssay)
